Pin1 inh: human Pin1 inhibition; Q13526; Pin1 FP peptide displacement, HiFluor488, 10 min; Potency, µM (titrated, usually from 115 µM), inactives show at the highest dose activity, negative = inhibition, hits mostly inhibitors; 390,000 compounds, 0.009% hits; active means well fitted inhibition curve with a large enough effect in the polarisation, with a control signal flat, not every such curve was filed as active; inconclusive means small, poorly fitted or top-dose-only effect, or effect the other way, or a change in a side signal; inactive means no such curve, though single readings can be large or run the other way; the % refers to the polarisation; further: potency means the concentration at half of the fitted maximal effect; on the % scale 0 is the no-effect control and ±100 the full control effect
Target sequence (Q13526 whole entry, looked up): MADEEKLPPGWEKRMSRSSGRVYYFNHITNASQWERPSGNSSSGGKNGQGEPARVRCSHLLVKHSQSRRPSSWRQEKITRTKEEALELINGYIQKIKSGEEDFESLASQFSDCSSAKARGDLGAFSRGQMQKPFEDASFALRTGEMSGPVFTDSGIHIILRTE
TRHR agonist: activates the human TRH receptor; TRHR cells, calcium flux fluo-8, FDSS agonist mode; activation, % at 2 µM; 360,000 compounds, 0.18% hits; in the data active means activation above about 30%; further: 0% is about no effect
Target sequence (P34981 whole entry, looked up): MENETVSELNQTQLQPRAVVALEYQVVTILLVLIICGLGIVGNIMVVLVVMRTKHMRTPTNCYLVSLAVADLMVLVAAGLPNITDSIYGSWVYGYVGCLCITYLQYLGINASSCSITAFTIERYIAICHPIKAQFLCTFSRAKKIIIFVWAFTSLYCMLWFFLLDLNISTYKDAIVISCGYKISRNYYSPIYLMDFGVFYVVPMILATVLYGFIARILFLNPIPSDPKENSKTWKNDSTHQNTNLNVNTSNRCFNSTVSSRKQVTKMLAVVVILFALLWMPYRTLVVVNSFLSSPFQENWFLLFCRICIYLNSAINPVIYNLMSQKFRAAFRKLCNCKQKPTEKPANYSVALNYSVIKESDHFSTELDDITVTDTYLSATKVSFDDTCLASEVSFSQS
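Agonist-mode FDSS calcium read (Ex 480/Em 530, 1 s cycles) in 1536-well TRHR cells with fluo-8 dye, after 10-cycle baseline and 23 nL compound addition; TRH at EC20 (10 nM final) added afterwards for the enhancer phase.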
TRHR enhancer: allosterically enhances the human TRH receptor | P34981 | TRHR cells, fluo-8 calcium fluorescence, EC20 TRH enhancement | enhancement, % at 2 µM | 360,000 compounds, 0.66% hits | AID 493056; in the data active means enhancement above about 30%; further: 0% is about no effect
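Enhancer read-out: after compound pinning and an initial kinetic agonist-mode read, an EC20 of TRH (10 nM final) was injected and fluo-8 calcium signal (Ex 480/Em 530) followed at 1 s/cycle for 100 cycles in TRHR-expressing cells.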
TrxR1 substrate: is turned over as a substrate by rat TrxR1; O89049; purified TrxR1 substrate turnover, NADPH consumption readout; Potency, µM (titrated, usually from 114 µM), for the others: at the top dose activity change, negative = substrate turnover; 390,000 compounds, 0.01% hits; AID 588456; further: potency means the concentration at half of the fitted maximal effect; on the % scale 0 is the no-effect control and ±100 the full control effect; nearly all actives have a fitted effect of over 50% in size
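Rat TrxR1, dispensed at 90 nM, was prereduced with 400 uM NADPH (final) for 5 min at ~22 deg C, then incubated with compound 15 min before 400 uM selenite. A first-read NADPH fluorescence drop versus no-compound background flagged substrates.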
D2 antagonist: antagonists of human D2 dopamine receptor | AID 485344 | P14416 | HEK293 TREx D2 cells, calcium flux, dopamine EC80 | 340,000 compounds, 2% hits | inhibition, % at 10 µM; in the data active means inhibition above about 30%; further: 0% is about no effect
Target sequence (P14416 whole entry, looked up): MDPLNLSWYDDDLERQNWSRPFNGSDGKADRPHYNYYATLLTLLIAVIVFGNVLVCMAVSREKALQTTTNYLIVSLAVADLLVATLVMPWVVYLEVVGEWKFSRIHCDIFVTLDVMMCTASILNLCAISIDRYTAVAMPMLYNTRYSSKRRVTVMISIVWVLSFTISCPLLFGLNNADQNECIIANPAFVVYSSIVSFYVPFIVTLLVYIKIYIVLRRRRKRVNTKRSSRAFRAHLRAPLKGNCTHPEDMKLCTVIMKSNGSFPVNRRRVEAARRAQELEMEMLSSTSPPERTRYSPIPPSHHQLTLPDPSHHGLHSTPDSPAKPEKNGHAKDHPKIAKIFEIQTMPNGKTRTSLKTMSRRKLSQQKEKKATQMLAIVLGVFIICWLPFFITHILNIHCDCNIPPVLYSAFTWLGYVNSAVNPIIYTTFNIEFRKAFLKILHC
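Cells plated overnight at 30 C with tetracycline; no-wash calcium dye, 30–90 min RT; 10 s baseline; compound pinned; 180 s read; EC80 dopamine added; another 180 s read.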
USP1-UAF1 inh: blocks the human USP1/UAF1 deubiquitinase complex; recombinant USP1/UAF1, Ub-Rhodamine cleavage fluorescence; Potency, µM (highest dose often 57.1 µM), for the others: at the highest dose activity change, negative = inhibition, usual class: inhibitors; 390,000 compounds, 0.23% hits; AID 743255; further: potency means the concentration at half of the fitted maximal effect; on the % scale 0 is the no-effect control and ±100 the full control effect; nearly all actives have a fitted effect of over 60% in size; inactives centre near -12
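USP1/UAF1 complex (1 nM) preincubated 15 min at room temperature with compound, then Ub-Rho substrate (150 nM final) added. Kinetic fluorescence at 480/540 nm over 6 reads at 60 s intervals; 50 mM HEPES pH 7.8, 0.5 mM EDTA, 0.1 mg/ml BSA, 1 mM TCEP, 0.01% Tween-20.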
D2 ag: activates the human D2 dopamine receptor. P14416. 340,000 compounds, 0.53% hits. AID 485358. activation, % at 2 µM. HEK293 T-REx D2 cells, calcium flux agonist mode;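 active means activation over 3 SD above normal in the single-dose calcium agonist read, cut at about 30% in these data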; further: 0% is about no effect
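Tetracycline-induced HEK293 Trex cells with D2 receptor force-coupled to calcium signaling, plated overnight at 30 C and loaded with no-wash calcium dye. Calcium flux read kinetically for 180 s after compound addition; responses flag agonists.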
mIDH1 inhibitor: inhibitors of human mutant IDH1 R132H; IDH1-R132H enzyme, NADPH consumption, diaphorase/resazurin fluorescence; Potency, µM (titrated, usually from 76.6 µM), for the others: at the top dose activity change, negative = inhibition, actives largely listed as inhibitors; 390,000 compounds, 0.093% hits; AID 602179; further: potency means the concentration at half of the fitted maximal effect; on the % scale 0 is the no-effect control and ±100 the full control effect; nearly all actives have a fitted effect of over 65% in size
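IDH1-R132H (0.5 ug/mL) preincubated 30 min with compound, then NADPH (0.016 mM) and alpha-KG (2 mM) added; 80 min at RT, pH 7.5. Remaining NADPH coupled via diaphorase/resazurin to fluorescence (540/590 nm); concentration-response curves normalized to no-enzyme control.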
TrxR1 inh: blocks rat thioredoxin reductase 1 | O89049 | recombinant rTrxR1, NADPH fluorescence consumption, selenite substrate | AID 588453 | 390,000 compounds, 1% hits | Potency, µM (doses to about 114 µM), for inactives: at the top dose activity change, negative = inhibition, hits mostly inhibitors; further: potency means the concentration at half of the fitted maximal effect; on the % scale 0 is the no-effect control and ±100 the full control effect; nearly all actives have a fitted effect of over 65% in size
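Rat TrxR1 (90 nM in the dispensed reagent) was pre-reduced with 400 uM NADPH for 5 min at room temperature, then incubated with compound for 15 min. After 400 uM selenite was added, NADPH fluorescence (Ex 340/Em 450 nm) was followed for 8 min.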
* hit, by the source's call; ? = inconclusive; . = no result given; [ ] = dose if it differs, or a comment. Unless noted, the call rests on the fitted dose curve; in most records, active means well fitted inhibition curve with a large enough effect; inconclusive means small, poorly fitted or top-dose-only effect; inactive means no such curve, though single readings can be large or run the other way. Not all compounds are listed; rates above refer to the full screens.

structure	Pin1 inh	TRHR agonist	TRHR enhancer	TrxR1 substrate	D2 antagonist	USP1-UAF1 inh	D2 ag	mIDH1 inhibitor	TrxR1 inh
Cc1c(C(=O)O)cccc1-n1c(C)cc(/C=N/NC(=O)c2cc3ccccc3o2)c1C	2%	0.0	16	-21%	-7	-18%	0.8	-16%	-25%
COc1ccc(N(CC(=O)Nc2ccccc2F)S(=O)(=O)c2ccc(C)c([N+](=O)[O-])c2)cc1	3%	0.2	1	-2%	-13	-8%	-1.0	-7%	17%
CC(C)(C)OC(=O)CC[C@@H](C(=O)N1CCN(C(=O)OC(C)(C)C)CC1)n1cc(C(Cc2ccc(O)cc2)NC(=O)OC(C)(C)C)nn1 (stereo not given in full)	-8%	0.8	0	-3%	-9	-13%	1.1	-18%	-2%
CCn1c(SCC(=O)Nc2nnc(C)s2)nnc1-c1ccco1	0%	0.2	4	1%	-4	-10%	-0.4	3%	1%
CCOC(=O)c1c(NC(=O)COC(=O)/C=C/c2ccccc2)sc(C(=O)NC)c1C	16%	0.8	0	5%	-23	-3%	-0.4	2%	24%
C=CCc1cccc(C=Nc2ccc(Br)cc2)c1O	2%	-0.1	18	-2%	11	-18%	-1.8	-6%	13%
COc1ccccc1C(=O)NC1(C(F)(F)F)C(=O)Nc2c1c(=O)[nH]c(=O)n2-c1ccc(F)cc1 (stereo not given)	4%	-0.9	3	-7%	.	-8%	0.3	29%	-3%
N#Cc1c(Sc2ncc(C(F)(F)F)cc2Cl)nsc1C/C=N\OCc1c(F)cccc1Cl	?	-0.1	7	-12%	-4	-16%	0.5	0%	?
COc1ccc(C(=O)C(C)OC(=O)c2cccc(S(=O)(=O)Nc3c(C)n(C)n(-c4ccccc4)c3=O)c2)cc1 (stereo not given)	10%	.	.	-9%[57.1 µM]	.	?	.	-5%	6%[57.1 µM]
Cn1cnc([N+](=O)[O-])c1Oc1ccc2ccccc2c1	5%	0.1	-3	11%[11.4 µM]	8	-3%	1.2	7%	4µM*
O=C(Cc1cccs1)N(Cc1cccs1)C1(C(=O)NC2CCCCC2)CCCCC1	5%	-0.3	-7	11%[57.1 µM]	-5	-15%	-1.3	2%	7%[57.1 µM]
Cc1cc(=O)oc2cc(OCc3ccc(C(=O)OCC(=O)NC4CCS(=O)(=O)C4)cc3)ccc12 (stereo not given)	17%	0.7	-14	23%	-16	-5%	-0.7	4%	25%
CC(C)(c1ccccc1)c1ccc(OCC(O)CNC2CCN(Cc3ccccc3)CC2)cc1 (stereo not given)	-6%	3.6	18	-3%[57.1 µM]	16	-9%	1.0	7%	10%[57.1 µM]
Cc1nn(CC(=O)N2CCCCC2)c(=O)c2cc3occc3n12	-1%	0.3	-3	-5%	.	-20%	-0.1	13%	-12%
CN(CCO)c1nc2c(c(=O)n(Cc3ccc(Cl)cc3)c(=O)n2C)n1C	1%	-1.3	-1	-8%[57.1 µM]	8	-26%	-3.3	4%	21%
Cc1ccc(N(C(=O)Cn2nnc3ccccc32)C(C(=O)NC2CCCCC2)c2cn(C)nc2C)cc1 (stereo not given)	-6%	-0.2	-2	8%	4	?	-0.1	3%	16%
Cn1ccc2cc(S(=O)(=O)N3CCN(C(=O)Nc4ccccc4F)CC3)ccc21	3%	0.0	2	1%[57.1 µM]	.	-23%	.	-14%	5%[57.1 µM]
CCCN1C(=O)C(O)(c2c(C)[nH]c3ccccc23)c2ccccc21 (stereo not given)	-21%	0.7	4	4%	3	-22%	0.4	14%	0%
CCn1cc(S(=O)(=O)c2cccc(Cl)c2)c(=O)c2cc(F)c(N3CCN(c4ccccc4)CC3)cc21	9%	0.8	6	30%	.	-8%	0.4	-11%	29%
O=C(NCC1COc2ccccc2O1)C1CCCN(S(=O)(=O)c2cccc3nsnc23)C1 (stereo not given)	35%[activator]	1.2	-7	-8%	7	-23%	0.4	7%	-6%
O=S(=O)(Nc1ccc(Cl)cn1)c1cccs1	0%	0.3	-3	2%	-9	0%	-3.2	4%	-6%
CC(C)(C)C(=O)N1CCCC1C(=O)O (stereo not given)	-6%	0.4	-19	3%[57.1 µM]	-13	-10%	1.2	-5%	13%[57.1 µM]
Cc1cccc(C(=O)NNC(=O)c2csc(N3CCOCC3)n2)c1C	3%	0.2	0	7%	16	-19%	-0.3	2%	13%
COC(=O)N1CC(C)N(C(=O)OC)CC1C (stereo not given)	-5%	0.7	2	-8%	-10	-6%	-1.5	8%	-3%
O=C(NC(=S)Nc1ccc(CN2CCCCC2)cc1)c1cc2ccccc2o1	-7%	0.4	7	10%	0	-19%	-0.5	5%	-9%
COC(=O)c1cnn(-c2nc3c(C)cccc3s2)c1C	?	0.0	-3	-6%	5	5%	0.4	0%	-4%
COc1ccccc1NC(=O)COC(=O)c1ccccn1	-11%	0.6	14	1%	-10	-8%	0.2	6%	15%
COc1ccccc1/C=C/C(=O)Nc1cccc(C(C)=O)c1	-5%	-0.9	3	-1%[57.1 µM]	3	-3%	0.0	25%	23%[57.1 µM]
CCOC(=O)C1CCN(C(=O)c2sc3nc(-c4ccccc4)cn3c2C)CC1	3%	0.3	7	10%	-14	-15%	-1.0	8%	16%
O=C(COC(=O)c1cccnc1Nc1ccccc1F)NCc1ccc2c(c1)OCO2	18%	-0.7	3	-4%	-17	5%	0.0	0%	-6%
CSc1ncccc1C(=O)N1CCN(S(=O)(=O)c2ccc3c(c2)OCCO3)CC1	1%	.	.	0%	.	-18%	.	11%	5%
COc1cc2c(cc1NC(=O)C(C)Sc1ccc(C)cc1)oc1ccccc12 (stereo not given)	11%	0.9	2	11%	-8	-24%	0.6	9%	31%
COc1ccccc1CC(=O)Nc1ccc([N+](=O)[O-])cc1OC	3%	-0.3	6	0%	-4	-14%	1.6	9%	10%
Cc1cc(O)ccc1Nc1nc(-c2sc(N)nc2C)cs1	39%[activator]	-1.9	-1	-5%	3	-18%	-1.3	3%	?
COc1ccc(NC(=O)CN2C(=O)CC(C)S(=O)(=O)c3ccccc32)cc1 (stereo not given)	-1%	-0.2	-3	0%	-2	-10%	-0.1	-3%	17%
CC(=O)Nc1ccc(S(=O)(=O)C(C#N)c2nc3ccccc3nc2NCCN2CCOCC2)cc1 (stereo not given)	0%	-0.4	8	95%	-2	-6%	-1.1	-4%	16%[57.1 µM]
COC(=O)c1ccccc1NS(=O)(=O)c1c(C)noc1C	1%	-0.4	1	0%	-10	-20%	0.0	21%	7%
C/C(=C1\SC(N2CCOCC2)=NC1=O)c1ccccc1	-6%	-0.2	2	-5%	2	-11%	-1.8	2%	-7%
COc1ccc(C(=O)/C=C/N(C)C)cc1	-5%	0.0	25	-15%	-16	-1%	1.2	2%	-12%
CCc1ccc(OCCSc2nc3ccccc3n2CCC(=O)O)cc1	-1%	-0.1	13	-7%	5	1%	-0.8	-6%	16%
COc1ccc(CNN2CCCCC2C(=O)Nc2ccc(OC)c(OCC(C)C)c2)cc1OC (stereo not given)	0%	-0.1	2	1%	-3	-25%	6.1	11%	15%
O=C(C1CCN(S(=O)(=O)c2cnc[nH]2)CC1)N1CCN(c2ccc([N+](=O)[O-])cc2)CC1	-2%	0.1	10	-3%	6	-30%	-0.2	11%	6%
O=C(N/N=C/c1cc(Cl)cc([N+](=O)[O-])c1O)c1ccccc1NS(=O)(=O)c1cccs1	5%	1.2	-2	-13%	-9	?	-0.1	-5%	-19%
CCN(CC)C(=O)[C@H]1C[C@H](CC(=O)NC(C)(C)C)C(=O)N2CCc3c([nH]c4cc(-c5ccco5)ccc34)[C@]12C	11%	.	.	28%	.	?	.	0%[38.3 µM]	1%
Cc1ccccc1-n1c(=O)[nH]c(=O)c2c(N)c(C(=O)c3ccc(Cl)cc3)sc21	6%	-1.6	2	-2%	-1	-2%	15	2%	7%
Cc1ccc(C)c(S(=O)(=O)N2CCN(C(=O)[C@H](C)N3C(=O)C4CC=CCC4C3=O)CC2)c1 (stereo not given in full)	0%	1.0	1	7%	.	-12%	.	-10%	24%
CN1CC(=O)Nc2ccccc2C1=O	-13%	-0.9	-5	6%[57.1 µM]	4	-12%	-1.5	7%	8%[57.1 µM]
O=C(NCc1ccccc1Br)c1ccc(-n2cnc3cccnc32)cc1	-3%	-0.3	8	-11%	.	-15%	.	0%	-16%
COc1ccc(CCNC(=O)c2cnc3ccccc3n2)cc1	0%	-1.0	-4	-7%	-7	?	-0.6	-4%	-9%
CCC(C)(C)NC(=O)CCn1c(-c2ccccc2)cc(C(C)=O)c1C	-4%	-0.4	1	-6%	-10	-3%	-0.5	-4%	-3%
COc1ccc(OC)c(NS(=O)(=O)c2ccc(SC)cc2)c1	-9%	0.1	-2	-7%	20	-23%	-0.3	2%	-3%
CCOc1ccc(N(CC(=O)Nc2ccccc2OC)S(=O)(=O)c2ccccc2)cc1	-6%	-0.3	6	3%	-10	-25%	0.8	-1%	45%[activator]
CCN1CCC(N(Cc2ccc3c(c2)OCO3)C(=O)Nc2cc(Cl)ccc2C(=O)OC)CC1	0%	1.7	0	-3%	.	4%	17	20%	-7%

Three structures from above, arranged by length of the SMILES, high to low:
structure	Pin1 inh	TRHR agonist	TRHR enhancer	TrxR1 substrate	D2 antagonist	USP1-UAF1 inh	D2 ag	mIDH1 inhibitor	TrxR1 inh
O=C(N/N=C/c1cc(Cl)cc([N+](=O)[O-])c1O)c1ccccc1NS(=O)(=O)c1cccs1	5%	1.2	-2	-13%	-9	?	-0.1	-5%	-19%
C/C(=C1\SC(N2CCOCC2)=NC1=O)c1ccccc1	-6%	-0.2	2	-5%	2	-11%	-1.8	2%	-7%
COc1ccc(C(=O)/C=C/N(C)C)cc1	-5%	0.0	25	-15%	-16	-1%	1.2	2%	-12%
